Bioassay records: PubChem BioAssay, several laboratories
PKA-R2B act: activators of human PKA-R2B complex | P22694+P31323 | PKA-R2B holoenzyme dissociation, Cy5-IP20 fluorescence polarization; R2B truncated from residue 108, S112A mutant; 0% DMSO only, 100% 113 µM cGMP | activation, % at 11.4 µM | 340,000 tested, 0.079% active | AID 504700;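 active means activation above a cutoff set at the mean over all compounds plus 3 SD, cut at about 18% in these data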;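 further: higher means more holoenzyme dissociation and a rise in polarization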
HTR5A inv ag: counter-screen for OPRM1-OPRD1 inverse agonists: human HTR5A inverse agonism; P47898; inhibition, % at 9.3 µM; 340,000 tested, 0.083% active; HTR5A cell line, luminescence; in the data active means inhibition mostly above about 23%, no sharp cut-off; inactive means mostly below about 18%;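 further: 0% = cells with DMSO and 100% = no-cell wells with DMSO; some compounds called inactive have numbers as strong as hits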
Target sequence (P47898 whole entry, looked up): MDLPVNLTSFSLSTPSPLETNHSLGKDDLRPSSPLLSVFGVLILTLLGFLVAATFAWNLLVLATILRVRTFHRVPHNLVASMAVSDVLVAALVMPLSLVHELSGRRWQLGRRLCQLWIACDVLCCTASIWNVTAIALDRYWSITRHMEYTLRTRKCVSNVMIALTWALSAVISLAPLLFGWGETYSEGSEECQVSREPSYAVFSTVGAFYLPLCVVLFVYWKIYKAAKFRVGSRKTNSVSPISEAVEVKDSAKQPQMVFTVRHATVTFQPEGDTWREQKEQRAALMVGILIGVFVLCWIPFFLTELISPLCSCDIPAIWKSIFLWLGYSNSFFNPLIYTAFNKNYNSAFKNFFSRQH
phage Ecoli inh: E. coli growth loss with phage present | inhibition, % at 11.9 µM | 360,000 tested, 0.26% active | growth absorbance; in the data active means inhibition above about 11%
SUMO Mot1 rescue: SUMOylation pathway inhibition by Mot1-301 growth rescue. S. cerevisiae Mot1-301 growth rescue, ATP luminescence, 38.5C; percent above DMSO median, 100 means doubled. 320,000 tested, 1% active. AID 2716. growth rescue, % at 18.8 µM;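 active means every valid replicate shows activation above 250% relative to neutral control wells; inactive means the rest, any valid replicate at or below 250%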;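 further: OY570 slx delta 5 strain wells were the positive control but not used for scaling; some compounds called inactive have numbers as strong as hits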
E coli growth: reduces bacterial viability in AddAB counter-screen; E. coli V3065 growth, OD600 absorbance, 18 h; inhibition, % at 11.9 µM; 330,000 tested, 0.27% active;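 active means inhibition above the campaign's mean inhibition across all tested compounds plus 3 SD, cut at about 9.9% in these data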;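 further: uninfected addAB+ strain grown without phage in ampicillin broth; 0% = DMSO wells and 100% = ciprofloxacin 0.95 µg/ml wells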
DAGLB inhibitor: diacylglycerol lipase beta (human) inhibition; HEK293T DAGLB membrane lysate, EnzChek fluorogenic substrate; inhibition, % at 5.17 µM; AID 504411; 340,000 tested, 0.059% active; Q8NCG7; in the data active means inhibition above about 34%;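 further: 0% = enzyme with vehicle and 100% = wells lacking enzyme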
Target sequence (Q8NCG7 whole entry, looked up): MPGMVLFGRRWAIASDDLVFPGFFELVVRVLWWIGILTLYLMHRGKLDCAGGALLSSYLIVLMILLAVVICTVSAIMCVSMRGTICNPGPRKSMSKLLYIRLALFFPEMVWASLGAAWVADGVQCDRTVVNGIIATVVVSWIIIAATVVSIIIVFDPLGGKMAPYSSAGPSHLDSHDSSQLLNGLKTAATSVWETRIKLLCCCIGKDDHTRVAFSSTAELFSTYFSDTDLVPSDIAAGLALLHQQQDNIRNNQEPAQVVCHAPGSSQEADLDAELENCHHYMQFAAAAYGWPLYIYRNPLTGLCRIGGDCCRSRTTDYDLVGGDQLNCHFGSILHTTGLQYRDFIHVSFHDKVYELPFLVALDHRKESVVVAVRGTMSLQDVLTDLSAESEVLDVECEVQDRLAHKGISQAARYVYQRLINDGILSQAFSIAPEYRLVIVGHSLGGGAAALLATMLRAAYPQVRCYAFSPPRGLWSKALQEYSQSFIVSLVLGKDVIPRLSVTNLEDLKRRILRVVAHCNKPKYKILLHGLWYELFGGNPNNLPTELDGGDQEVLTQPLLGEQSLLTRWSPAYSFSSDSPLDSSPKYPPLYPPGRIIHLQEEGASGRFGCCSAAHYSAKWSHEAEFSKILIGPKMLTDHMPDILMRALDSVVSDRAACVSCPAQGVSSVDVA
CDK5 p35 inh: inhibitors of human CDK5/p35 kinase | inhibition, % at 10 µM | Recombinant CDK5/p35, ADP-Glo luminescence, 60 min | AID 488839 | Q00535+Q15078 | 330,000 tested, 0.01% active;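 active means highest replicate inhibition of at least 50% and at least 75% of replicates reaching 50%; inconclusive means only one of the two criteria met; inactive means both criteria failed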;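 further: plate controls were DMSO neutral control for no effect and GW8510 at 10 µM for full effect; many of its hits are not listed in these tables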
HTR5A ag: HTR5A agonism, opioid heterodimer counter-screen; HTR5A agonist assay, luminescence, cell-based; activation, % at 9.3 µM; 340,000 tested, 0.61% active; in the data active means activation mostly above about 9.5%, no sharp cut-off; inactive means mostly below about 7.6%;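 further: 0% = cells with vehicle only and 100% = reference agonist; strong numbers were not always called active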
PKA-R1A act: PKA-R1A complex activation; activation, % at 11.4 µM; P00514+P68181; PKA-R1A dissociation, Cy5-IP20 fluorescence polarization; scaled: DMSO 0%, 113 µM cGMP 100%; 340,000 tested, 0.083% active;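 active means percent activation above the mean of all tested compounds plus 3 SD, cut at about 19% in these data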;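 further: higher means more PKAc released from R1A so a rise in polarization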
AddAB inh: less growth of phage-infected E. coli with AddAB; 330,000 tested, 0.29% active; E. coli expressing H. pylori AddAB, absorbance growth; inhibition, % at 11.9 µM; in the data active means inhibition above about 12%;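 further: 0% = vehicle wells of infected cells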
Tat export inh: inhibitors of E. coli Tat protein transport; E. coli MC4100 TorA-mCherry Tat export, fluorescence; inhibition, % at 10 µM; 340,000 tested, 0.036% active; AID 488895;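 active means mean replicate inhibition at least 50% and at least half of replicates individually reaching 50%; inconclusive means only one of the two criteria met; inactive means neither criterion met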;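 further: exported cargo escapes ClpAP degradation while cytoplasmic cargo is degraded and loses fluorescence; 0% = median of neutral control wells and 100% = median of NaSCN control wells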
The depositor's hits bear a star; ? = inconclusive; / = no result given.

1. O=C(NCc1ccc2c(c1)OCO2)C(=O)Nc1cc2c3c(c1)CC(=O)N3CCC2
2. CC(Oc1ccc(F)cc1)C(=O)Nc1cccc(-c2nn[nH]n2)c1 (stereo not given)
3. Cc1onc(-c2ccccc2)c1C(=O)OCC(=O)c1ccccc1
4. C/C(CC(=O)Nc1ccc2c(c1)OCCO2)=N\NC(=O)Cc1ccc(Cl)cc1
5. Cc1ccc2[nH]cc(/C=C/c3cc[n+](C)cc3)c2c1
6. Cc1ccccc1N1CCN(C2CCCN(C(=O)CCN3CCCO3)C2)CC1 (stereo not given)

Screen / compound no.	1	2	3	4	5	6
DAGLB inhibitor	2	2	-6	0	-76	1
E coli growth	0.8	1.0	0.2	-2.5	/	-0.6
PKA-R1A act	-3	5	-26	8	-5	0
Tat export inh	-2	3	1	8	4	-8
PKA-R2B act	-14	3	-5	-2	-6	-2
HTR5A inv ag	5	6	-7	-17	-17	2
CDK5 p35 inh	1.7	-0.9	1.3	0.0	0.2	1.4
AddAB inh	3.3	0.1	3.6	1.6	/	-1.7
HTR5A ag	2	0	3	-1	4	-1
phage Ecoli inh	2.9	0.6	3.3	0.0	2.3	1.6
SUMO Mot1 rescue	1	-12	15	26	384	7

7. Cc1c(NC(=O)c2ccc(CN3CCc4ccccc4C3)cc2)c(=O)n(-c2ccccc2)n1C
8. CC(=O)C1=C(C)NC(=O)NC1/C=C/c1ccccc1 (stereo not given)
9. CC(C)CC(C(=O)Nc1oc(-c2ccco2)c(-c2ccco2)c1C#N)N1C(=O)c2ccccc2C1=O (stereo not given)
10. O=C(O)c1ccc(N2C(=O)CC(SC(=NCc3ccc4c(c3)OCO4)Nc3ccc(F)cc3)C2=O)cc1 (stereo not given)
11. CCn1c(SCC(=O)Nc2ccccc2C(=O)OC)nnc1-c1ccoc1C
12. CCNC(=O)Nc1ccc(-n2nc(C)c(C(=O)OCC)c2C)nc1

Screen / compound no.	7	8	9	10	11	12
DAGLB inhibitor	2	1	3	5	-3	2
E coli growth	0.2	0.0	-0.7	0.7	-3.9	0.0
PKA-R1A act	-6	-8	2	-12	1	8
Tat export inh	-8	3	0	-2	5	5
PKA-R2B act	3	-3	-6	-14	3	3
HTR5A inv ag	2	4	-13	-3	-4	-19
CDK5 p35 inh	0.6	-0.8	-0.9	-8.0	0.8	-0.4
AddAB inh	0.6	1.1	2.5	5.4	-1.1	-1.6
HTR5A ag	-2	-5	-4	1	1	7
phage Ecoli inh	0.2	4.3	1.6	1.4	2.8	1.7
SUMO Mot1 rescue	-4	3	66	-6	2	3

13. COc1ccc(OCC(=O)N(Cc2cccs2)C2CCS(=O)(=O)C2)cc1 (stereo not given)
14. N/C(=N\OC(=O)c1cccs1)c1cccnc1
15. O=C1NC2CCCCC2C(=O)N1OS(=O)(=O)c1ccccc1 (stereo not given)
16. COc1cccc(N2CCN(C(=O)CCCCCn3c(=S)[nH]c4cc5c(cc4c3=O)OCO5)CC2)c1
17. O=C(Nc1ccc(Cl)cc1)N1CCCC1
18. CCOC(=O)C1Nc2ccc(C(F)(F)F)cc2C2C=CCC12 (stereo not given)

Screen / compound no.	13	14	15	16	17	18
DAGLB inhibitor	2	0	0	-1	-2	5
E coli growth	-0.8	-0.3	/	-1.7	1.3	0.3
PKA-R1A act	-7	2	-4	6	-4	-7
Tat export inh	-1	-4	1	-5	6	-5
PKA-R2B act	-6	-3	3	8	-3	-21
HTR5A inv ag	-15	-19	5	-79	-1	-4
CDK5 p35 inh	1.0	1.5	-1.4	-1.1	3.7	1.3
AddAB inh	0.5	4.4	/	2.0	4.7	1.9
HTR5A ag	4	-2	-1	21*	0	9
phage Ecoli inh	3.2	1.0	3.3	1.6	/	3.0
SUMO Mot1 rescue	34	3	/	-10	6	1

Part of the list above, as a markdown table:
| item | canonical_smiles | DAGLB inhibitor | E coli growth | PKA-R1A act | Tat export inh | PKA-R2B act | HTR5A inv ag | CDK5 p35 inh | AddAB inh | HTR5A ag | phage Ecoli inh | SUMO Mot1 rescue |
| --- | --- | --- | --- | --- | --- | --- | --- | --- | --- | --- | --- | --- |
| 14 | N/C(=N\OC(=O)c1cccs1)c1cccnc1 | 0 | -0.3 | 2 | -4 | -3 | -19 | 1.5 | 4.4 | -2 | 1.0 | 3 |
| 15 | O=C1NC2CCCCC2C(=O)N1OS(=O)(=O)c1ccccc1 (stereo not given) | 0 | / | -4 | 1 | 3 | 5 | -1.4 | / | -1 | 3.3 | / |
| 18 | CCOC(=O)C1Nc2ccc(C(F)(F)F)cc2C2C=CCC12 (stereo not given) | 5 | 0.3 | -7 | -5 | -21 | -4 | 1.3 | 1.9 | 9 | 3.0 | 1 |
| 17 | O=C(Nc1ccc(Cl)cc1)N1CCCC1 | -2 | 1.3 | -4 | 6 | -3 | -1 | 3.7 | 4.7 | 0 | / | 6 |

Remaining list, next part
19. COC(=O)c1c(NC(=O)Cc2cccs2)sc2c1CCC(C)C2 (stereo not given)
20. C[n+]1ccccc1/C=C/c1ccc(C#N)cc1
21. Cc1ccc(-c2[nH]c(-c3ccc(Cl)cc3)nc2SCC(=O)NCC2CCCO2)cc1 (stereo not given)
22. CC1CN(CCOc2cccc(Oc3ccccc3)c2)CC(C)O1 (stereo not given)
23. COc1ccc(OC)c(S(=O)(=O)NCCc2ccccc2)c1
24. COc1ccccc1NC(=O)CNC(=O)c1ccc([N+](=O)[O-])cc1

Screen / compound no.	19	20	21	22	23	24
DAGLB inhibitor	-5	1	-2	-5	0	1
E coli growth	-0.8	0.5	-0.4	-0.5	0.7	2.3
PKA-R1A act	0	-3	-2	7	-8	-6
Tat export inh	7	-11	-3	5	?	2
PKA-R2B act	1	-5	2	-9	8	-7
HTR5A inv ag	1	-11	-3	-16	7	-3
CDK5 p35 inh	0.1	1.1	-0.4	1.9	0.2	-0.3
AddAB inh	2.9	6.1	0.5	-2.1	-0.3	1.4
HTR5A ag	0	3	-4	1	-3	5
phage Ecoli inh	0.3	4.1	2.4	1.7	3.3	-0.3
SUMO Mot1 rescue	-7	1	20	80	0	34

25. CCn1c(SC(C)C(=O)OC)nnc1-c1c[nH]c2ccccc12 (stereo not given)
26. O=C(CN1C(=O)C2CC=CCC2C1=O)Nc1nnc(C2CC2)s1 (stereo not given)
27. COc1ccccc1CN1CC(C(=O)NCc2ccc(N3CCCC3=O)cc2)CCC1=O (stereo not given)
28. CCn1cc(C(=O)NC(C)C)c(=O)c2cc(F)c(N3CCN(C(=O)c4ccco4)CC3)cc21
29. COc1cccc(CNC(=O)CCC2CCCN(C(=O)Cc3ccccc3F)C2)c1 (stereo not given)
30. Cc1cc(C(=O)Nc2ccc(Cl)cc2)n(-c2ccccc2)n1

Screen / compound no.	25	26	27	28	29	30
DAGLB inhibitor	1	-1	3	0	3	-5
E coli growth	-1.1	0.0	0.0	82*	1.8	0.3
PKA-R1A act	-6	6	-7	1	-3	10
Tat export inh	2	8	12	9	6	7
PKA-R2B act	1	1	-2	-2	-3	5
HTR5A inv ag	2	10	11	-15	4	-2
CDK5 p35 inh	-1.1	-2.7	-1.9	0.2	-6.1	-0.2
AddAB inh	1.7	0.8	3.7	89*	3.2	-0.2
HTR5A ag	-1	-3	4	1	-2	1
phage Ecoli inh	3.0	2.6	1.9	4.9	4.0	1.4
SUMO Mot1 rescue	5	-5	/	2	-12	106

Random excerpt: three compounds from above, in no set order.
28. CCn1cc(C(=O)NC(C)C)c(=O)c2cc(F)c(N3CCN(C(=O)c4ccco4)CC3)cc21
25. CCn1c(SC(C)C(=O)OC)nnc1-c1c[nH]c2ccccc12 (stereo not given)
29. COc1cccc(CNC(=O)CCC2CCCN(C(=O)Cc3ccccc3F)C2)c1 (stereo not given)

Screen / compound no.	28	25	29
DAGLB inhibitor	0	1	3
E coli growth	82*	-1.1	1.8
PKA-R1A act	1	-6	-3
Tat export inh	9	2	6
PKA-R2B act	-2	1	-3
HTR5A inv ag	-15	2	4
CDK5 p35 inh	0.2	-1.1	-6.1
AddAB inh	89*	1.7	3.2
HTR5A ag	1	-1	-2
phage Ecoli inh	4.9	3.0	4.0
SUMO Mot1 rescue	2	5	-12

Further entries.
31. Cc1ccc(C(c2c(O)nc3n(c2=O)CCS3)c2c(O)nc3n(c2=O)CCS3)cc1
32. Cc1sc2ncnc(NCC(O)c3ccc([N+](=O)[O-])cc3)c2c1C (stereo not given)
33. CN(C)c1cccc(C(=O)NCCCSc2ccccc2)c1
34. Cc1ccc(NS(=O)(=O)c2ccc(C)c(NC(=O)COc3ccc4ccccc4c3)c2)c(C)c1
35. CCCn1c(CNc2ccc(Br)cc2)nc2ccccc21
36. Cc1nc(N)sc1C(=O)Nc1ccccc1
37. Cn1c(=O)n(C)c2cc(/C=N/NC(=S)NCc3ccccc3)ccc21
38. O=C(NCCC1CCCCN1S(=O)(=O)c1ccccc1)C(=O)NCc1ccccc1F (stereo not given)
39. COc1ccc(/C=N/NC(=O)c2cc(C)oc2C)cc1OC

Screen / compound no.	31	32	33	34	35	36	37	38	39
DAGLB inhibitor	-1	0	-4	-7	-21	-3	5	1	1
E coli growth	0.4	-2.3	2.6	-0.7	-0.6	1.7	-1.0	0.7	1.3
PKA-R1A act	-3	-6	-7	-5	-7	-21	-3	-5	-17
Tat export inh	-3	-5	-9	-1	11	-2	-6	-9	3
PKA-R2B act	-6	8	8	-10	4	-4	-6	-2	5
HTR5A inv ag	-6	-6	-4	3	-26	-19	-3	8	3
CDK5 p35 inh	1.4	1.5	-0.5	-1.3	1.0	2.1	0.1	-0.7	0.4
AddAB inh	4.0	-1.5	2.5	1.3	-2.7	3.7	-2.2	3.1	0.9
HTR5A ag	-1	2	-5	-1	9	7	-3	-3	-1
phage Ecoli inh	3.2	3.3	3.1	-0.5	0.6	2.1	4.8	3.0	-0.5
SUMO Mot1 rescue	-3	11	-5	2	61	26	39	-5	16
